Compound activity deposited in PubChem BioAssay by several laboratories.
SIAE primary = human SIAE inhibition, primary screen; inhibition, % at 9.66 µM; Q9HAT2; SIAE FP-Rh probe binding, fluorescence polarization; 0.69% of 370,000 active;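 active = inhibition above a cutoff: mean of compounds within the control limits plus 3 SD of those, cut at about 17% in these data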;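 also: 0% = plate median of compound wells and 100% = probe without SIAE protein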
Target sequence (Q9HAT2 whole entry, looked up): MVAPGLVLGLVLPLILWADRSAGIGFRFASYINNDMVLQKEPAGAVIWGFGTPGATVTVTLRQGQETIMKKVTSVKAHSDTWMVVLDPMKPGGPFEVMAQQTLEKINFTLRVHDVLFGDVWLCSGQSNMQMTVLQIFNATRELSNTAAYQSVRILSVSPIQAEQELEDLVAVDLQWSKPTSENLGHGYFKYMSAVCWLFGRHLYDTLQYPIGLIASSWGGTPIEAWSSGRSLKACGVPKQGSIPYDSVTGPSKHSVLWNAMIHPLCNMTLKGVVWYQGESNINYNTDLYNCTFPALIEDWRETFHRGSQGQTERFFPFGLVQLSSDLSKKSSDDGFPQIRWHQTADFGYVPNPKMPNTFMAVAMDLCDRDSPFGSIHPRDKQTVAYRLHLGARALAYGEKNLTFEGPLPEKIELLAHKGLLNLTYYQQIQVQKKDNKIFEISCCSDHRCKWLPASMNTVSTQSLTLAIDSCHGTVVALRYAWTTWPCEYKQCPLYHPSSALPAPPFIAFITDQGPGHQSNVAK
PRMT1 FP inh = inhibitors of human PRMT1. 1.3% of 370,000 active. Q99873. recombinant PRMT1, activity-based probe fluorescence polarization. inhibition, % at 2.79 µM;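 active = inhibition above about 21% made by adding two undisclosed values, limit read from the data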
PG9 Ab binder = PG9 antibody binding by small molecule. TR-FRET gp120-PG9 antibody binding. 0.43% of 360,000 active. AID 624416. inhibition, % at 6.7 µM; in the data active = inhibition above about 8.5%
HTRA1 inh = HTRA1 (human) protease inhibition; inhibition, % at 5.96 µM; recombinant HTRA1, FP-rhodamine activity-based probe, fluorescence polarization; Q92743; 0.5% of 340,000 active; in the data active = inhibition above about 36%;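 also: 0% = enzyme with DMSO and 100% = wells lacking enzyme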
rCAG binder = molecules binding r(CAG) RNA repeats; r(CAG) RNA repeat, TO-PRO-1 dye displacement fluorescence; 1.3% of 370,000 active; inhibition, % at 3 µM; AID 651821;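 active = inhibition above the plate cutoff, the mean of all test compounds on that plate plus 3 SD, cut at about 35% in these data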;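 also: 0% = DMSO alone and 100% = 100 µM mitoxantrone as full dye displacement; higher means more dye released from RNA so lower well fluorescence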
mABHD4 FP = ABHD4 (mouse) inhibition, primary FP screen; AID 720543; purified mABHD4, FP-Rh probe fluorescence polarization; inhibition, % at 8.92 µM; 0.54% of 370,000 active;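 active = inhibition exceeding the mean over every tested compound plus 3 SD, cut at about 30% in these data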;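 also: 0% = plate median of compound wells and 100% = S159A mutant with DMSO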
Target sequence (Q8VD66 whole entry, looked up): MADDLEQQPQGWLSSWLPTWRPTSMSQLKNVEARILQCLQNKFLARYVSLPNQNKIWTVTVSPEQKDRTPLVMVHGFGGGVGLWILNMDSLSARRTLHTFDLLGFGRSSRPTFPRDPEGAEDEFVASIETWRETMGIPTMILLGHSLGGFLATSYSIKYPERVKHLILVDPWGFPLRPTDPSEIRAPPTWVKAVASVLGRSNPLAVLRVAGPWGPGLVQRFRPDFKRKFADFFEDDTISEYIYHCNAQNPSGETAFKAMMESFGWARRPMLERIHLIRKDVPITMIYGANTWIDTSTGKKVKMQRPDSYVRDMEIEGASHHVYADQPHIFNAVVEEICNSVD
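Test system: mABHD4 protein | Buffer or medium: HEPES pH 7.0 buffer, 150 mM NaCl, 0.01% Pluronic F-127 | Probe or stimulus: FP-Rh fluorescent activity-based probe, added after compound pre-incubation | Timing: Pre-incubation 45 min, probe exposure 60 min, at 25 °C | Technique: Fluorescence polarization, excitation 525 nm, emission 598 nm, BODIPY TMR filters | Repeats: Single well per compound (singlicate)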
NR1D1 modulator = Rev-erb alpha (human) modulation; activity, % at 10 µM; AID 1259318; P20393; Rev-erbα–FITC-DNA binding, fluorescence polarization, 90 min; 0.79% of 370,000 active;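 active = activity above about 14%, limit read from the data; passing the limit was not always enough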;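 also: 0% = DMSO wells with 35 nM protein and 100% = DMSO wells with 750 nM protein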
TCR-CD3 inh = human TCR-CD3 binding inhibition; AID 651800; TAMRA-labeled TCR probe fluorescence, biochemical; inhibition, % at 9.4 µM; 0.37% of 360,000 active; in the data active = inhibition above about 19%;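 also: recombinant mutant TCR 2C K166C tagged with TAMRA read by polarization; 0% = receptor in buffer alone and 100% = receptor with positive control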
TDP2 absorb = TDP2 (human) inhibition, absorbance primary screen | O95551 | recombinant TDP2, T5PNP hydrolysis, p-nitrophenol absorbance 415 nm | inhibition, % at 12.8 µM | 0.34% of 370,000 active | AID 720702;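 active = inhibition above the mean of all tested compounds plus 3 SD, set per campaign, cut at about 25% in these data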;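 also: 0% = DMSO with enzyme and 100% = buffer with substrate but no TDP2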
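test system = human TDP2 enzyme | input = TDP2 enzyme at 120 nM final | medium = 50 mM Tris-HCl pH 7.5 with Mg2+, KCl, DTT, BSA | also added = T5PNP substrate, 5 mM | times = 2 h at 37 °C | technique = epi absorbance | benchmarks = high control without enzyme, low control DMSO plus TDP2 | replication = each compound tested once, singlicate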
LEDGF integ inh = blocks HIV-1 LEDGF/p75-dependent DNA integration; inhibition, % at 3.7 µM; 0.64% of 370,000 active; TR-FRET IN-LEDGF/p75 DNA integration, Eu/Cy5;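 active = inhibition above the screen-wide mean plus 3 SD, cut at about 13% in these data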;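 also: signal is the Cy5 over europium emission ratio at 671 and 618 nm; 0% = plate median of compound wells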
Starred values were filed as active, the others as inactive; · = not tested or not shown. These rows are one share of the data (hit frequency here may not be typical).

Screens in order – SIAE primary	PRMT1 FP inh	PG9 Ab binder	HTRA1 inh	rCAG binder	mABHD4 FP	NR1D1 modulator	TCR-CD3 inh	TDP2 absorb	LEDGF integ inh
- Cc1[nH]c2ccccc2c1/C=N\NC(=O)c1ccccc1Cl
    3.3	0.2	-1.2	12.3	4.6	1.2	10.1	7.5	-2.1	0.5
- C#CC[N+](CC)(CC)CC#Cc1ccccc1
    -10.5	-7.5	-1.7	·	2.3	4.4	1.1	1.0	-6.8	3.6
- CCOc1ccc(CCNC(=O)CCOc2cc(C)ccc2C)cc1OCC
    -0.3	-0.8	0.4	-5.6	-7.7	-2.1	-1.4	6.9	3.7	0.1
- COc1cccc(-c2nc3ccc(O)cc3c(=O)o2)c1
    -3.3	2.4	2.0	-14.9	6.3	-3.0	-2.7	-4.2	3.6	-5.1
- CC(=O)c1ccc(S(=O)(=O)N2CCc3ccccc3C2)cc1
    -3.0	1.0	2.1	3.0	-1.3	0.6	2.0	6.9	-1.6	1.2
- Cn1c(SCc2cccc(C#N)c2)nc2ccccc2c1=O
    2.7	-2.1	-0.7	-9.6	-3.2	-5.3	3.9	-1.1	-7.8	2.3
- O=C(CCCN1C(=O)c2cccc3cccc(c23)C1=O)N1CCN(Cc2ccc3c(c2)OCO3)CC1
    7.9	-4.1	0.0	-16.6	-5.3	-2.2	-3.9	9.7	-2.0	3.2
- Cc1cc(Cl)ccc1OCC(=O)NCC(=O)N/N=C/c1ccco1
    5.5	-0.8	-0.8	1.5	0.2	0.9	-10.4	-6.4	-2.3	2.6
- O=C(Nc1ccc(NC(=S)NC(=O)C(c2ccccc2)c2ccccc2)cc1)c1ccccc1
    -105.7	-4.7	0.7	-149.0	17.9	-27.3	10.0	1.1	9.1	-2.5
- O=C(Nc1c(-c2ccccc2)nc2ccccn12)c1cccc(F)c1
    8.9	-1.7	-1.1	-9.0	3.0	-0.4	4.2	5.1	0.0	-0.5
- CC(=O)c1sc(NC(=O)c2ccc(Br)o2)nc1C
    -7.9	0.2	0.8	6.2	7.9	-7.8	-0.6	-5.8	-14.1	0.1
- Cc1cc(Cl)ccc1NC(=O)/N=C1/NC(=O)CS1
    -2.1	0.5	-0.3	·	19.7	-1.8	5.8	1.5	6.8	-1.6
- CN(O)C(=O)Nc1ccc([N+](=O)[O-])cc1
    -6.2	-2.2	-2.9	-7.5	-1.5	-1.9	4.9	3.3	-3.2	2.8
- Oc1ccc2ccccc2c1CN1CCCC1
    -1.0	3.1	-1.3	-3.1	2.9	-0.4	1.6	1.9	-12.2	1.4
- COc1cc2c(cc1OC)C(CSc1ccccc1C(=O)O)=NC(C)(C)C2
    8.4	7.0	-2.4	11.6	-0.1	8.0	6.0	4.5	16.1	-1.9
- CC1CCCCN1CCNC(=O)C1CCN(S(=O)(=O)c2cccc3nsnc23)CC1 (stereo not given)
    -8.8	-4.8	-1.4	2.3	5.6	-10.9	-2.9	-1.9	-16.5	4.1
- COc1ccc(/C=C/C(=O)O/N=C(\N)c2ccccn2)cc1OC
    0.3	-6.0	-1.7	4.3	1.5	-8.2	11.0	3.2	1.0	-1.4
- CCc1ccc(CN(C)C(=O)C2CCC(=O)N(CC3CCCCC3)C2)cc1 (stereo not given)
    1.7	-2.0	-0.1	-1.3	-11.8	1.1	1.4	10.2	6.4	-0.1
- C=CCN1C(=O)N(c2ccc(Cl)cc2)C(=O)C1CC(=O)Nc1ccc(F)cc1 (stereo not given)
    2.5	-8.0	0.3	-10.6	-1.5	-5.0	4.3	4.5	-10.5	3.8
- COc1cc(OC)cc(C(=O)N[C@H](C(=O)OCC(N)=O)C(C)C)c1
    2.6	1.2	-1.4	9.6	-5.3	6.6	0.9	-3.4	6.6	0.7
- COc1ccc(C(=O)Nc2ccc(N3CCN(C(=O)c4ccccc4C)CC3)cc2)cc1
    1.7	-1.5	0.6	7.1	-3.3	0.1	-0.4	11.4	-2.6	-1.3
- CCC(=O)Nc1ccc(C(=O)CSc2nnc(-c3ccccc3F)n2CCc2ccccc2)cc1
    -0.6	-1.7	0.0	-20.0	1.7	-7.6	2.3	5.5	-3.6	-3.2
- CCCCCCCCCCCC1N=C(N)NC(CCCO)=C1C(=O)OC (stereo not given)
    0.6	-2.4	0.7	8.7	11.3	12.2	-5.0	-2.6	-6.7	-1.4
- CN(c1ccccc1)S(=O)(=O)c1cccc(NC(=O)Cc2n[nH]c(=O)c3ccccc23)c1
    1.1	-6.2	-0.6	-16.9	7.9	-0.6	-2.1	-0.8	10.9	5.2
- CCCCCNc1nc(-c2ccccc2)nc(-n2ccnc2)n1
    0.5	1.6	0.1	1.7	-1.0	-2.7	0.1	-9.0	5.5	0.3
- COCCN(C(=O)CNC(=O)c1ccco1)C(C(=O)NC1CCCC1)c1ccc(OC)c(OC)c1 (stereo not given)
    -6.2	-2.4	0.3	0.9	-2.1	0.7	2.4	2.4	-16.3	-0.2
- COc1ccc(OC)c(N=C(C)C2=C(O)COC2=O)c1
    0.1	1.8	0.5	12.4	-1.7	17.0	-1.3	-1.8	10.1	-0.4
- Cc1ccc(C)c(OC(=O)C2CSC3(C)CCC(=O)N23)c1C (stereo not given)
    -1.3	-2.8	-3.4	1.7	-1.3	6.3	3.3	-0.6	6.3	1.5
- CC1(C)CC1C(=O)Nc1ccc([N+](=O)[O-])cc1Br (stereo not given)
    -0.1	-3.1	0.9	3.8	1.9	4.2	-1.6	10.4	-0.2	-2.1
- CCN1CCN(C(=O)c2ccc3c(c2)N(Cc2ccc(C)cc2)CCS3)CC1
    1.0	5.1	1.0	1.6	-10.4	10.0	-1.8	3.4	2.6	-5.3
- O=C(Cn1ccc(NC(=O)OCc2ccccc2)nc1=O)NCCc1c[nH]c2ccccc12
    7.8	-1.6	-1.2	-6.7	9.5	-1.2	2.8	-0.3	2.4	-1.1
- O=C1C=C(c2ccc3[nH]ccc3c2)CCC1
    -4.1	2.2	-1.9	-2.5	1.3	-0.5	-2.1	8.5	-9.8	-5.3
- O=C(O)C1CSC2(CCN(Cc3ccccc3)CC2)N1 (stereo not given)
    6.7	3.3	1.0	-3.0	-2.3	4.0	-6.4	11.5	-0.4	2.8
- Nc1c(C(=O)c2ccco2)oc2ccccc12
    1.2	-1.8	-0.6	·	2.4	0.1	-3.1	-1.4	-15.4	0.3
- NS(=O)(=O)c1ccc(NC(=S)NNC(=O)c2ccc(Br)o2)cc1
    3.3	2.1	-3.4	8.6	3.7	5.0	-2.5	-4.8	-13.6	-8.9
- Cc1cnc(C(=O)OCC(=O)Nc2cccc(S(=O)(=O)N3CCCCC3)c2)cn1
    -7.2	1.1	-2.4	4.5	6.4	-0.8	4.5	-9.8	-3.4	-0.2
- O=C(CCCN1C(=O)/C(=C/c2cccs2)SC1=S)Nc1ccccn1
    -2.8	3.5	2.1	0.8	1.4	0.5	6.5	-2.2	-4.9	-7.3
- Cc1ccccc1NS(=O)(=O)c1ccc2c(c1)n(C)c(=O)n2C
    8.3	-3.1	-0.2	6.6	-4.6	0.6	-3.4	-2.5	2.0	3.6
- Cc1cccc(NC(=O)CSc2nc3ccccc3o2)c1
    0.2	0.4	-0.7	-14.5	-1.8	-7.4	-0.1	-2.8	-7.5	3.0
- CC(Oc1ccc(F)cc1)C(=O)Nc1ccc(N2CCOCC2)cc1N1CCOCC1 (stereo not given)
    -4.7	4.7	0.4	0.6	-10.3	-5.6	-0.6	-6.6	-7.6	-3.5
- CCN1C(C(=O)c2ccccc2)=C(Nc2ccccc2C)c2ccccc2S1(=O)=O
    -3.4	2.3	-0.5	-21.1	5.8	-1.6	3.5	-7.0	5.0	-0.4
- CC(C)c1cc(CN2CCOCC2)cc(C(C)C)c1O
    0.6	-1.7	-0.9	-2.0	6.5	-0.8	0.0	-5.0	-10.2	0.8
- CC(Oc1ccccc1)C(=O)N1CCN(c2ccc(N3CCOCC3)nn2)CC1 (stereo not given)
    2.6	-1.4	0.4	-3.2	-3.2	-0.7	-1.1	12.8	8.0	3.0
- O=C(NCC1CCCO1)c1ccc(Br)s1 (stereo not given)
    -7.2	0.6	-1.1	3.4	-1.7	0.5	0.4	3.9	-0.8	2.2
- CCOC(=O)[C@@H]1[C@H]2COc3cc(OC)ccc3[C@@H]2N2C(=O)N(c3ccc(C)cc3)C(=O)[C@@]12C
    0.1	0.8	0.6	-6.5	-0.7	1.6	3.8	9.3	4.5	-1.3
- O=c1c2ccccc2c(-c2ccc(Cl)cc2)nn1-c1ccccc1
    -1.1	0.0	-2.8	0.5	-4.1	-2.5	2.5	5.7	0.3	-1.5
- O=C(CN1C(=O)CSC1=O)Nc1ccccc1F
    -2.6	2.1	1.4	4.4	0.3	6.1	2.5	3.0	-1.3	-0.7
- OC[C@H]1O[C@H](OC[C@H]2O[C@H](OC[C@H]3O[C@H](O[C@]4(CO)O[C@H](CO)[C@@H](O)[C@@H]4O)[C@H](O)[C@@H](O)[C@@H]3O)[C@H](O)[C@@H](O)[C@H]2O)[C@H](O)[C@@H](O)[C@H]1O
    1.9	0.7	0.6	-0.5	0.4	-5.7	-2.7	0.8	1.6	2.1
- COc1ccc(-n2c(SCC(=O)N3CCOCC3)nc3ccccc3c2=O)cc1
    5.3	7.3	1.1	2.4	-3.7	7.4	6.2	3.2	9.3	-1.2
- COC(=O)[C@]12CCCCC=C1N(Cc1ccccc1)C(=O)[C@H](CC(=O)N1CCCCC1)C2
    -9.9	3.2	-2.4	·	0.1	-10.2	-1.3	3.8	-3.7	0.1
- CCNS(=O)(=O)c1ccc(CCC(N)=O)cc1
    0.1	-1.1	-1.6	0.2	-0.6	0.3	4.0	4.8	13.1	3.3
- COc1ccccc1OCCSc1nc2ccc([N+](=O)[O-])cc2s1
    -2.0	-2.1	-0.6	-10.3	4.2	-7.8	0.1	-0.1	4.2	-1.3
- COc1ccc(-c2ccc(/C=N/NC(=O)Cc3nnc(N)s3)o2)cc1Cl
    -1.4	4.7	-4.4	·	12.9	7.1	-1.6	-5.0	2.4	-1.1

Whole records from above. Order of values: SIAE primary | PRMT1 FP inh | PG9 Ab binder | HTRA1 inh | rCAG binder | mABHD4 FP | NR1D1 modulator | TCR-CD3 inh | TDP2 absorb | LEDGF integ inh
`O=C(CN1C(=O)CSC1=O)Nc1ccccc1F` is listed with -2.6 | 2.1 | 1.4 | 4.4 | 0.3 | 6.1 | 2.5 | 3.0 | -1.3 | -0.7
`CCN1C(C(=O)c2ccccc2)=C(Nc2ccccc2C)c2ccccc2S1(=O)=O` is listed with -3.4 | 2.3 | -0.5 | -21.1 | 5.8 | -1.6 | 3.5 | -7.0 | 5.0 | -0.4
`COc1ccc(-n2c(SCC(=O)N3CCOCC3)nc3ccccc3c2=O)cc1` is listed with 5.3 | 7.3 | 1.1 | 2.4 | -3.7 | 7.4 | 6.2 | 3.2 | 9.3 | -1.2
